Source: PubChem (several laboratories)
CaV13 FRET inh – Disruptors of the CACNA1D IQ motif to Ca2+-dependent inactivation inhibitor domain association, primary screening, Förster resonance energy transfer in intact living … | HEK cells, CFP/YFP FRET ICDI-IQ, plate reader, 10 min; percent FRET-ratio fall versus neutral wells | inhibition, % at 12.3 µM | 340,000 compounds, 0.098% hits;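 active = mean replicate inhibition of at least 30% and at least 1% of replicates passing that level; inconclusive = only one of the two criteria is met; inactive = neither criterion is met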;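 note: 0% = median of the neutral control wells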
NR2E3 ag-1 – NR2E3 (human) agonism. 320,000 compounds, 0.12% hits. AID 2300. GST-NR2E3/biotin-RetCOR TR-FRET, 1536-well. inhibition of corepressor binding, % at 4.78 µM. Q9Y5X4;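 active = percent inhibition above the cutoff of mean plus 3 SD of all tested compounds, set per screening campaign, cut at about 20% in these data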;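 note: 0% = DMSO wells and 100% = biotin wells as full block of FRET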
Target sequence (Q9Y5X4 whole entry, looked up): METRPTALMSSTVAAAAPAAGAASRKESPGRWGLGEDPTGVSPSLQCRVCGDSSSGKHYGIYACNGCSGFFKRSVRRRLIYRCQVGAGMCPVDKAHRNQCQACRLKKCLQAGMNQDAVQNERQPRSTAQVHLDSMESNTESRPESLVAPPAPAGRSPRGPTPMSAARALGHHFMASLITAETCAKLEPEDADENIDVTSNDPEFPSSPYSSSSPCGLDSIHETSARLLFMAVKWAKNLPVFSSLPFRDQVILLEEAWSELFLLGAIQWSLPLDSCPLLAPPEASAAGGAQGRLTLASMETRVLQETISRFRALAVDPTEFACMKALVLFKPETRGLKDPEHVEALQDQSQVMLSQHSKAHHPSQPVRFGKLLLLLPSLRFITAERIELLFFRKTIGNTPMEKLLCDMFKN
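System: GST-NR2E3 and biotin-RetCOR proteins; probe or stimulus: 7 nM biotin-RetCOR; doses: compound at 4.8 µM, single dose; schedule: Compound–protein incubation for 5 h at 4 °C; detection: time-resolved FRET; read-out: percent inhibition; controls: biotin wells as high control, 0.6% DMSO wells as low control; format: 1536-well plates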
CF NFkB block – blocks PAF-induced NF-kB reporter in cystic fibrosis cells | KKLEB NF-kB-GFP reporter, GFP fluorescence overnight | inhibition, % at 5 µM | 360,000 compounds, 0.86% hits;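 active = at least 50% inhibition at 5 µM, scaled per plate between neutral and stimulator controls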;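 note: PAF is a Pseudomonas aeruginosa culture filtrate used as stimulus; plate controls were PAF-stimulated DMSO wells for no effect and unstimulated DMSO wells for full effect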
Peg3 prom inh – inhibitors of Peg3 promoter; HeLa PEG-Prom luciferase reporter, luminescence, overnight; inhibition, % at 20 µM; 360,000 compounds, 1.7% hits; AID 588405;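 active = inhibition of at least 50% at 20 µM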
KKLEB cytotox – CF airway cell cytotoxicity counter-screen; activity change (cytotoxicity), % at 5 µM; 360,000 compounds, 0.36% hits; KKLEB CF airway cells viability, ATPlite luminescence, overnight; stronger effect = lower value; cells stimulated with P. aeruginosa culture filtrate;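 active = corrected activity change at or below -50% at 5 µM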
TRPM1 prom inh – reduces MITF-dependent TRPM1 promoter luciferase signal | inhibition, % at 12.5 µM | 330,000 compounds, 0.83% hits | SK-MEL-5 TRPM1 promoter luciferase, 24 h;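 active = mean inhibition across replicates of 60% or more, whatever share of single replicates reaches that level; inconclusive = some that reach 60%, reason not given; inactive = mean inhibition across replicates below 60%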; note: values of inactives mirror those of a sister screen read the other way
Vif imaging – HIV Vif inhibition. HEK293T cells, Vif self-association by quenched fluorescence, imaging, 24 h. inhibition, % at 7.49 µM. 340,000 compounds, 0.35% hits; in the data active = inhibition above about 50%, passing the limit was not always enough; inconclusive = no clear call, values can overlap the other calls; inactive = below about 31%; note: some results filed as inactive read as strong as hits
Shn3 3UTR inh – reduces Shn3 3'UTR luciferase signal in osteoblasts; Clone20 osteoblast Shn3 3'UTR firefly luciferase, 24 h; inhibition, % at 12.5 µM; 360,000 compounds, 0.52% hits;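 active = mean inhibition of at least 75% with every replicate also reaching 75%; inconclusive = mean inhibition at least 75% but some replicate below; inactive = mean inhibition below 75%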;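 note: 0% = median of neutral control wells and 100% = pilot-screen positive control compound; some compounds past the cut are filed as inactive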
HIF-2a block – inhibitors of HIF-2a | inhibition, % at 18.8 µM | 786-0 RCC cells HIF-2a reporter, luciferase luminescence, overnight | AID 624352 | 360,000 compounds, 0.72% hits;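 active = inhibition of the luminescence signal of 40% or more relative to plate controls, in a single-dose primary screen at 18.75 µM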
PDI inh – inhibitors of human protein disulfide isomerase; inhibition, % at 10 µM; 350,000 compounds, 0.052% hits; P07237; PDI insulin aggregation turbidity, A650, 90 min;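 active = mean inhibition across replicates of 30% or more, whatever share of single replicates reach that level; inconclusive = mean inhibition below 30% while every single replicate reaches 30%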;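 note: absorbance from insulin aggregation driven by PDI reduction with DTT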
Target sequence (P07237 whole entry, looked up): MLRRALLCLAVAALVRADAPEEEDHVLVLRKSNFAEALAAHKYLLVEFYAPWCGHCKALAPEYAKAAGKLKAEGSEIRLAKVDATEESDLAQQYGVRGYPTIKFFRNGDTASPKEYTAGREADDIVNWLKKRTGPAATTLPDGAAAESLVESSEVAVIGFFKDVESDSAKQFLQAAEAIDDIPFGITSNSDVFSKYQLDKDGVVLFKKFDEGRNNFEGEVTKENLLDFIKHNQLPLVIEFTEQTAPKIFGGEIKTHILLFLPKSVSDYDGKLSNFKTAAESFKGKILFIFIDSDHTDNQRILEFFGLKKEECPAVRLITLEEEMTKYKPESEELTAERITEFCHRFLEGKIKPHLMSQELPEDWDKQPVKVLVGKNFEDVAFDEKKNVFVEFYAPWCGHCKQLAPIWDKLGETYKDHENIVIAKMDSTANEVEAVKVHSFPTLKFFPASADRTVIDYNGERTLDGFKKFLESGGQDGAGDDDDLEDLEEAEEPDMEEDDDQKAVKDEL
NR2E3 ag-2 – agonists of human NR2E3 nuclear receptor; Q9Y5X4; CHO-S Gal4-NCOR/VP16-NR2E3 two-hybrid, luciferase; inhibition of corepressor binding, % at 3.98 µM; 360,000 compounds, 0.35% hits; AID 602229;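 active = inhibition above the mean of all tested compounds plus 3 SD, cut at about 70% in these data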;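 note: 0% = DMSO with NR2E3 transfected cells and 100% = cells lacking NR2E3 construct; higher means lower luciferase signal from less NR2E3 corepressor binding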
The depositor's hits bear a star; ? = inconclusive; . = not tested or not shown.

SMILES	CaV13 FRET inh	NR2E3 ag-1	CF NFkB block	Peg3 prom inh	KKLEB cytotox	TRPM1 prom inh	Vif imaging	Shn3 3UTR inh	HIF-2a block	PDI inh	NR2E3 ag-2
COc1cc(C(=O)Nc2cccc(-c3nc4cc(C)ccc4o3)c2C)cc(OC)c1OC	.	2	-10	-18	7	-2	31	5	-61	-19	-67
O=C(OCC(=O)N1CCOCC1)c1cc(S(=O)(=O)N2CCOCC2)c(Cl)cc1Cl	-2	3	-4	1	15	-6	-1	10	1	2	11
O=C(Nc1cc(Cl)ccc1N1CCOCC1)C1=COCCO1	-6	1	7	-2	11	8	25	-7	3	8	-2
CC1CCCCC1NC(=O)CN1CCC(NC(=O)c2cccc(F)c2)CC1 (stereo not drawn)	-6	-3	11	6	-12	4	6	-4	-2	1	27
Cc1[nH]c2ccccc2c1/C=N/NC(=O)CNC(=O)c1ccccc1	6	-5	11	0	-8	12	7	10	25	4	-11
CCCCN1C(N)=NC[C@H]1Cc1ccc(O)cc1	-5	-1	-8	-4	-13	0	-2	-28	8	5	-1
Cc1cc(C(O)c2ncc(-c3ccccc3C)[nH]2)ccc1F (stereo not drawn)	-8	.	5	-29	-8	.	-6	-3	-73	14	-32
Cc1ccc(NC(=O)C2CCN(S(=O)(=O)c3cccnc3)CC2)cc1C	-7	2	-5	1	-4	-7	-3	-12	7	6	-19
Cc1cc(C(=O)N2CC(C)CC(C)C2)n(-c2ccccc2)n1 (stereo not drawn)	-6	5	-2	26	-15	-4	-1	3	9	2	-6
CCc1ccc(CCC(=O)Nc2sc3c(c2C#N)CCCC3)o1	-11	-1	37	-25	-30	39	2	10	-20	8	10

Of the compounds above, these have sulfur:
SMILES	CaV13 FRET inh	NR2E3 ag-1	CF NFkB block	Peg3 prom inh	KKLEB cytotox	TRPM1 prom inh	Vif imaging	Shn3 3UTR inh	HIF-2a block	PDI inh	NR2E3 ag-2
O=C(OCC(=O)N1CCOCC1)c1cc(S(=O)(=O)N2CCOCC2)c(Cl)cc1Cl	-2	3	-4	1	15	-6	-1	10	1	2	11
Cc1ccc(NC(=O)C2CCN(S(=O)(=O)c3cccnc3)CC2)cc1C	-7	2	-5	1	-4	-7	-3	-12	7	6	-19
CCc1ccc(CCC(=O)Nc2sc3c(c2C#N)CCCC3)o1	-11	-1	37	-25	-30	39	2	10	-20	8	10

Remaining list, next part.
SMILES	CaV13 FRET inh	NR2E3 ag-1	CF NFkB block	Peg3 prom inh	KKLEB cytotox	TRPM1 prom inh	Vif imaging	Shn3 3UTR inh	HIF-2a block	PDI inh	NR2E3 ag-2
CCn1c(NC)cc(=O)n(C)c1=O	-4	1	-4	10	-2	1	13	-4	12	4	3
O=C(N/N=C/c1ccc(F)cc1)c1cccc(NC(=O)c2ccccc2Cl)c1	-3	2	12	-73	-12	-23	6	-20	-112	-8	-2
Cc1cc(NS(=O)(=O)c2ccc3c(c2)OCCO3)no1	-2	1	-1	12	7	5	-9	14	27	-1	-21
CCCc1cc(=O)oc2cc(OC(C)C(=O)NCCCn3ccnc3)ccc12 (stereo not drawn)	-14	-1	8	8	-3	10	?	-5	-1	-5	6
CCCCN(CCCNC(=O)c1ccc(CS(=O)(=O)c2c(Cl)cccc2Cl)o1)Cc1ccccc1	-6	-5	7	-1	-2	-15	0	14	11	-1	-7
O=C(CSc1nnc(NC(=O)Cc2ccccc2)s1)NCc1ccco1	-3	0	-9	-1	6	3	-2	-2	20	-12	-19
O=C(CSc1nnc(Nc2ccccc2F)s1)NCc1ccco1	.	.	-14	-5	2	-1	6	-16	-55	-7	-7
CCCCn1c(N)c(N(CCC(C)C)C(=O)c2ccccc2C)c(=O)[nH]c1=O	-3	-3	-2	-4	3	-2	14	-7	14	-1	-24
Cc1cccc(C(=O)c2ccccc2C(=O)O)c1	-21	-3	-4	8	11	-2	-5	7	12	16	-13
COc1cc(F)ccc1-c1csc(C(O)c2ccccc2)n1 (stereo not drawn)	-4	.	-14	-41	-16	.	-5	8	-61	3	-40
O=c1ccc(-c2n[nH]c(=S)n2-c2ccc(F)c(Cl)c2)n[nH]1	-2	5	3	-4	1	3	1	-7	8	1	-21
Cc1cc(C)c(S(=O)(=O)NCCCN2CCOCC2)cc1Br	-4	3	-8	14	10	6	3	4	15	17	-9
CC1(C)C2CCC1(CS(=O)(=O)NCc1ccc(S(N)(=O)=O)cc1)C(=O)C2 (stereo not drawn)	-7	2	10	1	8	11	3	-1	10	-3	5
CC(C)NC(=O)NC(=O)COC(=O)c1ccc(NC(=O)CC#N)cc1	-3	0	6	12	-2	6	22	-6	4	-2	-12
O=C(O)CCC(=O)Nc1cccc2cccnc12	13	-2	16	7	6	5	14	-4	16	-7	12
Cc1cc(SCC(=O)N2CCCC2=O)nc2c(C)cccc12	-2	-4	-2	2	2	-2	-8	-1	-1	9	-2
CCOC(=O)c1cc(C)nc(Sc2ccc(C)cc2)c1C#N	-4	6	2	11	-14	-5	-3	12	1	-2	-10
O=C(CCSCc1ccccc1F)N1CCN(c2ccccn2)CC1	-7	2	13	-142	-1	-25	-1	-48	-182	-5	-72
O=C(Nc1ccn(Cc2c(F)c(F)c(F)c(F)c2F)n1)c1ccc(COc2ccccc2Cl)cc1	-8	2	-22	10	-20	5	-17	37	-11	-13	5
Cc1ccc(S(=O)(=O)N2CCC(C(=O)NCc3cccnc3)CC2)cc1	-6	-2	-6	16	3	-3	-2	-11	0	-1	2
CCC(C)NC(=O)C1CCN(C(=O)c2ccccc2)CC1 (stereo not drawn)	-8	0	11	10	-4	4	4	-2	6	-3	8
O=C(/C=C/c1ccc(Cl)cc1)NCc1ccncc1	-3	3	-4	-10	5	1	-8	-10	-22	-13	-20
Cc1cccc(C)c1OCC(=O)Nc1ccccc1C(F)(F)F	-6	-2	-18	7	4	-1	11	-8	8	3	1
COc1ccc(NC(=O)CN(C)S(=O)(=O)c2ccc3c(c2)CC(C)N3C(C)=O)c(OC)c1 (stereo not drawn)	-5	-1	10	12	8	2	12	-13	11	3	-35
Cc1ccc(NC(=O)CCn2cnc3ccccc3c2=O)cc1	-5	1	9	-31	-8	-10	20	2	-47	-3	-18
CCOC(=O)c1[nH]c2ccc(OC)cc2c1NC(=O)CCN1CCSCC1	-4	-2	-21	18	6	4	5	-16	20	10	3
CC(C)(C)n1nnnc1C(c1cccnc1)N(Cc1ccccc1)Cc1ccco1 (stereo not drawn)	.	-4	0	1	0	8	-3	-4	10	-13	-19
CC(C)(Oc1ccc(Cl)cc1)C(=O)OCC(=O)Nc1ncc(Cl)cc1Cl	-5	-2	-4	13	10	12	-2	18	18	7	-14
CCOc1nc(C)cc(C)c1S(=O)(=O)c1cccc(Cl)c1	-4	-1	23	24	-1	6	-10	1	25	5	-20
CCC(C)C(NC(=O)C1CCC(C)CC1)C(=O)Nc1ccc(OC)cc1OC (stereo not drawn)	-14	-1	-6	16	8	7	-4	8	-2	6	-11
C/C(CCc1ccc2c(c1)OCO2)=N\NC(=S)NC(C)C	0	2	0	12	12	1	8	8	11	-4	-30
CCOC(=O)C[C@H]1c2cc(F)ccc2S(=O)(=O)N1c1cccc(OC)c1	-11	6	8	16	-4	4	-9	-10	8	10	1
CSc1ccc(/C=N/NC(=O)c2cccs2)cc1	-22	0	5	-319	-21	-108	0	.	-296	5	-82
C[C@H](CO)N1C[C@H](C)[C@@H](CN(C)C(=O)Nc2ccc(C(F)(F)F)cc2)Oc2c(NS(=O)(=O)c3ccccc3)cccc2C1=O	-10	.	-13	7	6	-1	-2	30	7	2	1
CCc1noc(C)c1C(=O)NC1CCCc2c1cnn2-c1ccc(C(C)(C)C)cc1 (stereo not drawn)	-10	0	19	-1	-8	2	3	20	-14	2	-20
COc1ccc(CC(=O)Nc2c3c(nn2C(C)(C)C)CS(=O)C3)cc1 (stereo not drawn)	-7	9	0	-13	-11	1	3	-6	-1	2	-28
CNS(=O)(=O)c1ccc2c3c(cccc13)C(=O)N2	-4	.	-12	15	6	-5	23	1	7	-7	-6
COc1ccc(C)cc1S(=O)(=O)N1CCc2ccccc2C1	-2	0	2	19	1	7	18	-1	23	-7	3
Cc1ccc(-c2nc(NCCN(C)C)c3ccccc3n2)cc1	-5	1	-13	-64	-9	-1	-3	-54	-186	1	-34
COC(=O)c1ccccc1N/C=C/C(=O)c1ccc(Br)cc1	-5	2	-18	-217	21	-53	-18	-45	-172	1	-192

Molecules shown so far with fluorine (eleven):
SMILES	CaV13 FRET inh	NR2E3 ag-1	CF NFkB block	Peg3 prom inh	KKLEB cytotox	TRPM1 prom inh	Vif imaging	Shn3 3UTR inh	HIF-2a block	PDI inh	NR2E3 ag-2
CC1CCCCC1NC(=O)CN1CCC(NC(=O)c2cccc(F)c2)CC1 (stereo not drawn)	-6	-3	11	6	-12	4	6	-4	-2	1	27
Cc1cc(C(O)c2ncc(-c3ccccc3C)[nH]2)ccc1F (stereo not drawn)	-8	.	5	-29	-8	.	-6	-3	-73	14	-32
O=C(N/N=C/c1ccc(F)cc1)c1cccc(NC(=O)c2ccccc2Cl)c1	-3	2	12	-73	-12	-23	6	-20	-112	-8	-2
O=C(CSc1nnc(Nc2ccccc2F)s1)NCc1ccco1	.	.	-14	-5	2	-1	6	-16	-55	-7	-7
COc1cc(F)ccc1-c1csc(C(O)c2ccccc2)n1 (stereo not drawn)	-4	.	-14	-41	-16	.	-5	8	-61	3	-40
O=c1ccc(-c2n[nH]c(=S)n2-c2ccc(F)c(Cl)c2)n[nH]1	-2	5	3	-4	1	3	1	-7	8	1	-21
O=C(CCSCc1ccccc1F)N1CCN(c2ccccn2)CC1	-7	2	13	-142	-1	-25	-1	-48	-182	-5	-72
O=C(Nc1ccn(Cc2c(F)c(F)c(F)c(F)c2F)n1)c1ccc(COc2ccccc2Cl)cc1	-8	2	-22	10	-20	5	-17	37	-11	-13	5
Cc1cccc(C)c1OCC(=O)Nc1ccccc1C(F)(F)F	-6	-2	-18	7	4	-1	11	-8	8	3	1
CCOC(=O)C[C@H]1c2cc(F)ccc2S(=O)(=O)N1c1cccc(OC)c1	-11	6	8	16	-4	4	-9	-10	8	10	1
C[C@H](CO)N1C[C@H](C)[C@@H](CN(C)C(=O)Nc2ccc(C(F)(F)F)cc2)Oc2c(NS(=O)(=O)c3ccccc3)cccc2C1=O	-10	.	-13	7	6	-1	-2	30	7	2	1
